# PTHR1 ag: agonists of human PTHR1 parathyroid hormone receptor; HEK293 GP2 PTHR1 cells, GloSensor cAMP luminescence, 1 h; Potency, µM (titrated, usually from 115 µM), inactives show top-dose activation, hits mostly activators; actives 0.075% (n = 410,000); AID 743266; also: nearly all actives have a fitted effect of over 55% in size; some results filed as inactive show a strong effect at the top dose; inactives centre near -15; many of its hits are not listed in these tables
# Target sequence (Q03431 whole entry, looked up): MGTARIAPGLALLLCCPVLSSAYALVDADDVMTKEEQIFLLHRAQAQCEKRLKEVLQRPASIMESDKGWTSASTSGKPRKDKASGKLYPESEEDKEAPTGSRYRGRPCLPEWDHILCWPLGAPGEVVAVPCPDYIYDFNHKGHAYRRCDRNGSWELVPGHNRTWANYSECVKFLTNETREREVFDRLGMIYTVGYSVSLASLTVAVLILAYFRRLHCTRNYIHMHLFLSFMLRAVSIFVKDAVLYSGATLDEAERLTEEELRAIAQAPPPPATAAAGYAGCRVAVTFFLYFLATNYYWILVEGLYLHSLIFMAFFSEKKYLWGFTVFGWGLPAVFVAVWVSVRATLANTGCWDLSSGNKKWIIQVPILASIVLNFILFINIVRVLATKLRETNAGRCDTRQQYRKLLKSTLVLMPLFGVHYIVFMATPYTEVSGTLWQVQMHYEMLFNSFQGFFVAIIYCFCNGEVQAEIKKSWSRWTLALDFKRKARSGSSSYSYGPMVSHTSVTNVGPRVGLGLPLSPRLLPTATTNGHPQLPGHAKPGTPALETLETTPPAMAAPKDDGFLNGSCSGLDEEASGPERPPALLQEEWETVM
#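 HEK-293-derived GP2 cells expressing PTHR1 and a GloSensor cAMP reporter, 3,000/well, plated overnight, given luciferin plus IBMX (each 0.5 mM as added) for 1 h at 37 °C, then compound for 1 h at 37 °C. Luminescence was read after 15 min at room temperature.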
# TDP-43 yeast inh: rescues yeast growth from TDP-43 toxicity; TDP-43 expressing yeast growth rescue, BacTiter-Glo, 24 h; Potency, µM (doses to about 46.1 µM), for inactives: at the top dose growth rescue (activation), most hits filed as activators; actives 1.8% (n = 410,000); also: % of control where 0% means no effect; nearly all actives have a fitted effect of over 50% in size
#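 Readout is BacTiter-Glo luminescence of cell growth, so inhibitors register as activators. TDP-43-expressing yeast at OD600=0.02 in galactose medium, after raffinose pregrowth to mid-log, were incubated with compound for 24 hr at 30 deg C.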
# FUS suppressor: FUS proteinopathy suppression in yeast. S. cerevisiae FUS-expressing, growth rescue, OD600, 24 h. Potency, µM (series often up to 76.6 µM), inactives show at the highest dose growth rescue (activation), actives largely listed as activators. actives 0.24% (n = 390,000);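 also: plate controls were DMSO vehicle for no effect and reference control for full effect; nearly all actives have a fitted effect of over 55% in size; some results filed as inactive show a strong effect at the top dose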
#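 Cultures pregrown in 2.5% raffinose medium are shifted to minimal medium containing 2% galactose to express toxic FUS. Compounds are tested at several concentrations. After 24hr at 30C, growth is quantified at 600 nm absorbance.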
# Active calls of the source: *; i = inactive; ? = inconclusive; [ ] = remark or other dose. Calls follow the shape of the dose curve; as a rule, active = well fitted curve in the direction sought with a large enough effect; inconclusive = small, poorly fitted or top-dose-only effect, or another doubt; inactive = no such curve, though single readings can be large; an effect the other way counts as inactive or inconclusive. Potency is read from the fitted curve at half-maximal effect. Only part of the results is shown, so the mix of outcomes need not match the whole.
# Each structure is followed by: PTHR1 ag	TDP-43 yeast inh	FUS suppressor
> COc1ccc(-c2c(C)c3cc(OC(=O)N4CCOCC4)ccc3oc2=O)cc1OC
→ -51%[inhibitor]	35%	30%
> Cc1ccc(NC(=O)/C(C#N)=C/c2ccc(C)o2)cc1
→ -32%[inhibitor]	?	-21%
> CCOc1ccc(C(=O)Nc2ccc(-c3nc4ccccc4s3)c(C)c2)cc1OCC
→ i	0%[9.22 µM]	-21%
> CCCCOC(=O)c1ccc(NC(=O)CSc2nc3c(c(=O)[nH]2)CCC3)cc1
→ -33%[inhibitor]	17%	-26%
> CC1=C(C(=O)OC2CCCCCC2)C(c2cccc(F)c2F)CC(=O)N1 (stereo not drawn)
→ -63%[inhibitor]	-5%	0%
> Cc1ccc(-c2cn3c(n2)sc2cc(C(=O)NCc4cccs4)ccc23)c(C)c1
→ -16%	0%[9.22 µM]	?
> CC1CCCCN1CCNC(=O)c1ccc(Cn2c(SCc3ccccc3)nc3cccnc32)cc1 (stereo not drawn)
→ i	18%	-25%
> COc1ccc(Cl)cc1CNCCSc1nnnn1-c1ccccc1
→ -3%	0%[9.22 µM]	-6%
> CC(C)c1nn2c(=O)cc(COC(=O)C3CCCCC3)nc2s1
→ i	28%	?
> CCN(Cc1ccccc1)C(=O)Cn1c(=O)n(-c2cccc(C)c2)c(=O)c2c1c1cc(C)ccc1n2C
→ -34%[inhibitor]	12%	35%
> CCOC(=O)c1ccc(NC(=O)c2c(-c3c(F)cccc3Cl)noc2C)cc1
→ i	?	27%
> COc1ccc(OC)c(NC(=O)c2cc3c(n(-c4ccc(Cl)cc4)c2=O)CC(C)(C)CC3=O)c1
→ i	13%	-2%
> CCN(Cc1ccccc1)C(=O)Cn1c(=O)n(-c2ccc(C)c(C)c2)c(=O)c2c(C)c(C)sc21
→ -24%	3%	?
> CCC(O)c1nc2ccccc2n1Cc1cccc(Cl)c1 (stereo not drawn)
→ i	22%	1%
> Cc1ccc(CNC(=O)c2ccc3c(c2)NC(=O)C(CS(=O)(=O)Cc2cccc(F)c2)N3)cc1 (stereo not drawn)
→ ?	-2%	17%
> CCCCN1C(=O)c2[nH]nc(-c3ccccc3O)c2C1c1ccc(OCc2ccccc2)cc1 (stereo not drawn)
→ 22µM*	0%	24%
> Cc1ccn2c(=O)cc(CSc3nnc(C)s3)nc2c1
→ 13%	-6%	-1%
> COc1ccc(OC)c(CNC(=O)c2ccc3c(c2)c(C)c(C)n3Cc2ccc(Cl)cc2)c1
→ ?	-1%	41%
> CCCCOc1ccc(-c2nn(-c3ccccc3)cc2C2NC(=O)NC(C)=C2C(=O)OC)cc1 (stereo not drawn)
→ i	-14%	18%
> COc1ccc(CNC(=O)Cn2c(SCC(=O)Nc3ccc(OC)cc3)nc3ccccc32)cc1
→ i	9%	?
> COC(=O)c1ccccc1NC(=O)CCS(=O)(=O)c1nc(-c2ccc3c(c2)OCO3)cc(C(F)(F)F)n1
→ -21%	0%	9%
> CC(C)c1ccc(S(=O)(=O)N2CCC(n3c(C(F)(F)F)nc4cccnc43)CC2)cc1
→ -16%	8%	-13%
> CC(C)OCCCNC(=O)CCCn1c(SCC(=O)c2ccc(Br)cc2)nc2c(sc3ccccc32)c1=O
→ -8%	9%	4%
> O=C(Cn1nnc2sc(-c3ccccc3)cc2c1=O)Nc1cccc(C(F)(F)F)c1
→ i	0%	11%
> COc1ccc(C(=O)N2CC(=O)Nc3ccc(C)cc3C2c2ccccc2)c(OC)c1 (stereo not drawn)
→ i	32%	15%
> COc1ccc(OC)c(CCNC(=O)c2ccc3c(c2)c(C)c(C)n3Cc2ccccc2)c1
→ -22%	-3%	?
> CC(C)CCOc1ccc(Oc2nc(N(C)C)nc(N(C)C)n2)nn1
→ -38%[inhibitor]	15%	18%
> Cc1ccc(NC(=O)CSc2nc3c(oc4ccccc43)c(=O)n2Cc2ccco2)cc1F
→ -16%	14%	-2%
> CC(C)(C)C(=O)NCCc1nc2ccccc2n1CCCCOc1ccc(Cl)cc1
→ -38%[inhibitor]	19%	22%
> COc1cc(NC(=O)CN2C(=O)c3ccccc3Sc3ccc(C(=O)N4CCCC4)cc32)cc(OC)c1
→ -6%	5%	?
> COCCCNC(=O)CCCn1c(=O)c2cccn2c2ccccc21
→ i	6%	0%
> COCCCN1C(=O)c2oc3ccccc3c(=O)c2C12C(=O)N(C)c1ccccc12 (stereo not drawn)
→ i	-1%	6%
> O=C(Nc1ccccc1F)c1ccc(-c2ccccc2)s1
→ i	11%	-15%
> Cc1nn(-c2ccc(N3CCCC3)nn2)c(C)c1CCC(=O)Nc1ccccc1
→ i	-2%	6%
> CCOC(=O)c1c(C)[nH]c(C)c1S(=O)(=O)N(C)CC(=O)N1CCN(c2cccc(C)c2C)CC1
→ -22%	28%	?
> COc1ccc(NC(=O)C(C)n2nc(-c3cc(C)ccc3C)c3c(c2=O)CCCC3)cc1 (stereo not drawn)
→ i	0%	26%
> CC(=O)Nc1ccc(S(=O)(=O)NC2(C(F)(F)F)NC(=O)N(CCc3ccc(F)cc3)C2=O)cc1 (stereo not drawn)
→ -23%	-12%	23%
> COc1cccc(CNC(=O)c2cc3ccc4cccnc4c3[nH]2)c1
→ -15%	?	-3%
> COc1ccc(N(C(=O)/C=C\C(=O)Nc2ccc(Cl)cc2)C(C(=O)NCc2ccco2)c2ccc(C)cc2)cc1 (stereo not drawn)
→ -6%	11%	?
> O=C1COc2ccc(-c3cc(-c4ccc(Cl)cc4)c4c(n3)-c3ccccc3OC4)cc2N1
→ -16%	8%	10%
> COc1ccc(-c2noc(-c3nnn(-c4ccc(C)cc4C)c3C)n2)cc1
→ -20%	5%	-18%
> Cc1ccc(-c2cnc(NCc3c(F)cccc3Cl)n2C)cc1
→ i	1%	1%
> Cc1ccc(NC(=O)CSc2nc(=O)n(Cc3ccco3)c3c2CCC3)cc1F
→ -6%	0%	?
> O=C(c1ccc([N+](=O)[O-])cc1)N(Cc1ccco1)c1ccccn1
→ -26%	?	16%
> CCOC(=O)c1cccc(NC(=O)[C@H](CSCc2ccccc2)N2Cc3ccccc3C2=O)c1
→ -39%[inhibitor]	19%	-5%

# A second format for part of the listing above.
molecule | PTHR1 ag | TDP-43 yeast inh | FUS suppressor
CCOC(=O)c1c(C)[nH]c(C)c1S(=O)(=O)N(C)CC(=O)N1CCN(c2cccc(C)c2C)CC1 | -22% | 28% | ?
COc1ccc(NC(=O)C(C)n2nc(-c3cc(C)ccc3C)c3c(c2=O)CCCC3)cc1 (stereo not drawn) | i | 0% | 26%

# Carrying on.
# Each structure is followed by: PTHR1 ag	TDP-43 yeast inh	FUS suppressor
> Cc1cc(C)c2c(=O)cc(CSc3n[nH]c(C)n3)[nH]c2c1
→ i	15%	-6%
> CCOc1ccc(NS(=O)(=O)c2ccc3[nH]cc(C(=O)N(C)Cc4ccccc4)c(=O)c3c2)cc1
→ -12%	19%	35%
> COc1ccc(-c2oc3ncn4nc(COc5ccc(C)cc5)nc4c3c2-c2ccc(OC)cc2)cc1
→ -17%	8%	5%
> O=C(c1ccc2c(c1)N(Cc1ccc(F)cc1)C(=O)c1ccccc1S2(=O)=O)N1CCC(Cc2ccccc2)CC1
→ -9%	-3%	-9%
> Cc1onc(-c2ccccc2Cl)c1C(=O)Oc1ccccc1F
→ -24%	20%	-3%
> CCOC(=O)c1c(NC(=O)c2cc(CC)on2)sc(C(C)=O)c1C
→ -22%	18%	-8%
> Cc1cccc(NC(=O)Cn2cc(C(=O)C3CCCCC3)c3ccccc32)c1C
→ -31%[inhibitor]	0%	0%
> COc1ccc(-c2nc3scc(CCNS(=O)(=O)c4cccc(C(C)=O)c4)n3n2)cc1
→ i	?	20%
> Cc1cc2oc(C(=O)Nc3ccc(S(=O)(=O)N4CCC(C)CC4)cc3)cc(=O)c2cc1C
→ -8%	-13%	-20%
> CCCc1cc(=O)[nH]c(SCc2nc(-c3ccc(OCC)cc3)no2)n1
→ 4%	-4%	-1%
> Cc1cc(=O)n2nc(N3CCC(C(=O)Nc4ccc(C)c(Cl)c4)CC3)sc2n1
→ i	15%	-4%
> CCOc1ccc(CNC(=O)c2cc3ccccn3n2)cc1OC
→ -30%[inhibitor]	-2%	5%
> COc1cccc(NC(=O)Cc2csc(COc3cccc(C)c3)n2)c1
→ -14%	3%[9.22 µM]	21%
> COc1ccc(-c2noc(CSc3nc(C)cc(=O)[nH]3)n2)cc1OC
→ -16%	10%	-1%
> Cc1ccc(-c2noc(CNC(=O)c3ccccc3)n2)cc1
→ -9%	-1%	-3%
> CCOC(=O)c1ccccc1NC(=O)c1sc2ccccc2c1Cl
→ i	?	-6%
> CCN1C(=O)C(Cc2nc3ccccc3c(=O)n2-c2ccccc2)c2cc(Br)ccc21 (stereo not drawn)
→ -6%	?	?
> O=C(CSc1nc2cc3ccccc3cc2[nH]1)Nc1cccc(C(F)(F)F)c1
→ -3%	13%	22%
> Cc1c(CC(=O)NCCc2ccccc2F)c(=O)oc2cc(O)c(Cl)cc12
→ i	23%	5%
> Cc1ccc(NC(=O)c2cc(S(=O)(=O)N3CCCC(C)C3)cn2C)c(Br)c1 (stereo not drawn)
→ -58%[inhibitor]	22%	23%
> Cc1noc(-c2ccccc2OCC(=O)Nc2ccccc2[N+](=O)[O-])n1
→ i	20µM*	35%
> Cn1c(=O)c2c(SCC(=O)NCc3ccc(F)cc3)nc(-c3ccccc3Cl)nc2n(C)c1=O
→ i	25%	-18%
> Cc1nc(CC(=O)Nc2ccc(N(C)C)cc2)cs1
→ i	5%	5%
> COc1ccc(CNc2nc3c(-c4ccccc4)nnn3c3ccccc23)cc1
→ -4%	20%	-16%
> CCc1ccccc1NC(=O)C(=O)NCC(c1cccnc1)N1CCN(c2ccccc2F)CC1 (stereo not drawn)
→ -33%[inhibitor]	-3%	-23%
> COc1ccc(-c2cnn3c(C)cc(C)nc23)cc1OC
→ i	?	-10%
> Cc1ccc(N2CCN(C(=O)c3cn(C)c4ccc(S(=O)(=O)N5CCC(C)CC5)cc4c3=O)CC2C)cc1 (stereo not drawn)
→ i	2%	?
> CCOc1ccc(-c2cc3c(=O)n(CC(=O)NCc4ccc(F)cc4)ccn3n2)cc1
→ -11%	21%	-13%
> O=C(Nc1ccccc1)N(Cc1cccc(Cl)c1)c1ccccn1
→ -30%	?	3%
> O=C(Cn1ccn(-c2ccc(F)c(F)c2)c(=O)c1=O)NCc1ccccc1
→ i	-2%	-11%

# Compound profiles, from the list above. Values in the order: PTHR1 ag	TDP-43 yeast inh	FUS suppressor
# O=C(Cn1ccn(-c2ccc(F)c(F)c2)c(=O)c1=O)NCc1ccccc1 across the screens: i	-2%	-11%
# Cc1noc(-c2ccccc2OCC(=O)Nc2ccccc2[N+](=O)[O-])n1 across the screens: i	20µM*	35%
# Cc1ccc(N2CCN(C(=O)c3cn(C)c4ccc(S(=O)(=O)N5CCC(C)CC5)cc4c3=O)CC2C)cc1 (stereo not drawn) across the screens: i	2%	?
# O=C(CSc1nc2cc3ccccc3cc2[nH]1)Nc1cccc(C(F)(F)F)c1 across the screens: -3%	13%	22%
# Cn1c(=O)c2c(SCC(=O)NCc3ccc(F)cc3)nc(-c3ccccc3Cl)nc2n(C)c1=O across the screens: i	25%	-18%

# Next part:
# Each structure is followed by: PTHR1 ag	TDP-43 yeast inh	FUS suppressor
> CC(C)(C)c1ccc(C(=O)Nc2ccc(-c3nc4ccccc4o3)c(O)c2)cc1
→ 8%	16%	3%
> COc1cc2ccccc2cc1C(=O)Nc1ccc2oc(-c3ccc(Cl)cc3)nc2c1
→ i	0%	9%
> CCn1c(=O)c(C(=O)Nc2cc(OC)c(OC)c(OC)c2)nc2ccccc21
→ i	13%	-12%
> COc1ccc(CNC(=O)CCc2c(C)nn(-c3ccc(N4CCCCC4)nn3)c2C)cc1
→ -16%	-3%	12%
> Cc1ccc(C)c(NC(=O)Cn2c(=O)n(CCC(C)C)c(=O)c3cccnc32)c1
→ -54%[inhibitor]	-19%	-9%
> Cc1cc(C)cc(NC(=O)c2nnn(Cc3cccc(Br)c3)c2N)c1
→ -8%	-5%	-12%
> Nc1c(-c2nc(-c3cccs3)no2)nnn1-c1ccccc1Cl
→ -24%	14%	-5%
> Cc1ccc(CCNC(=O)CN2N=C(c3ccc(C)cc3)CCC2=O)cc1
→ i	?	29%
> Cc1cc(N2CCC(C)CC2)nc2ccc(NC(=O)CCC(=O)N3CCN(c4cccc(C(F)(F)F)c4)CC3)cc12
→ -23%	6%	41%
> COc1ccc(C2C(=O)N(C3CCCCCC3)CC(=O)N2Cc2ccc(C)cc2)cc1 (stereo not drawn)
→ -9%	-9%	10%
